Screening data: PubChem, National Center for Advancing Translational Sciences (NCATS)
Nrf2 block – Nrf2 qHTS screen for inhibitors. A549 ARE-Fluc reporter, luciferase luminescence, 18-24 h. Potency, µM (highest dose often 46 µM), inactives show at the highest dose activity change, negative = inhibition, actives largely listed as inhibitors. 360,000 compounds, 2.1% hits. AID 504444, 2011; note: potency is the fitted concentration of half-maximal effect; % is set by controls: 0 for no effect and ±100 for the full control effect; nearly all actives have a fitted effect of over 60% in size
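Cells were seeded and rested 2 h, then exposed to compounds for 18-24 h. CellTiter-Fluor was read first as a viability measure. BugLite was added 15 min before the final luminescent read of ARE-luciferase activity in A549 cells.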
Akt phos inh – HTS Assay for Inhibitors of Akt Phophorylation: Primary Screen; Neuro2A IGF-stimulated pAkt S473 HTRF, 20 min; active compounds read low; activity change, % for hits at 50 µM; 360,000 compounds, 0.32% hits; AID 651550, 2012; in the data active = activity change below about -80%; inconclusive = mostly about -51% to -80%; note: % is set by controls: 0 for no effect and ±100 for the full control effect
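Neuro2A cells in DMEM with 0.5% FBS, overnight at 37 deg C, given compound at single 50 µM final, then IGF (6 nM final) for 20 min at 37 deg C. Lysed; phospho-Akt Ser473 by HTRF after 24 h, 665/615 ratio.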
A549 viability – Nrf2 qHTS screen for inhibitors: counterscreen for cytotoxicity | A549 ARE-Fluc cells, CellTiter-Fluor viability, 18-24 h | Potency, µM (highest dose often 46 µM), for the others: top-dose activity change, negative = cytotoxicity, actives largely listed as inhibitors | 390,000 compounds, 0.16% hits; note: potency is the fitted concentration of half-maximal effect; % is set by controls: 0 for no effect and ±100 for the full control effect
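A549 ARE_Fluc cells in 5% FBS OPTI-MEM were exposed to compounds in concentration-response for 18-24 h at 37 deg C. Viability was read by CellTiter-Fluor fluorescence (Ex 405/Em 525) after 30 min, before the luciferase read.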
Abeta yeast res – qHTS for compounds that reverse cellular toxicity of Amyloid beta (A-beta) peptide in yeast: Primary Screen | 410,000 compounds, 0.063% hits | AID 1347071, 2019 | Potency, µM (titrated, usually from 46.1 µM), inactives show top-dose growth rescue, hits mostly activators | yeast expressing A-beta42, growth rescue, OD600, 48 h; response scale: 0% DMSO, 100% iron-clioquinol control; note: potency is the fitted concentration of half-maximal effect; nearly all actives have a fitted effect of over 55% in size
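Growth rescue measured by 600 nm absorbance after 48 h yeast culture at 30 C with compound. Values normalized between DMSO and an equimolar ferric chloride plus clioquinol control.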
CCT chaperon mod – High-Throughput Screening for Modulators of Cytosolic Chaperonin Activity | purified chaperonin ATPase assay, HTRF ADP detection, 30 min | activity change, % (test concentration not listed), hits read low | 360,000 compounds, 0.3% hits | AID 651819, 2012; in the data active = activity change below about -30%; note: % is set by controls: 0 for no effect and ±100 for the full control effect
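First, chaperonin was dispensed at 40 nM or 20 nM final depending on batch activity. Next, compounds were pinned at 76 uM and ATP added at 10 uM. After 30 min at 37 °C, ADP detection reagents ran 30 min at ambient temperature.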
Nrf2 activator – qHTS of Nrf2 Activators; Potency, µM (top dose mostly 46.1 µM), inactives show top-dose activation, hits mostly activators; AREc32 ARE-luciferase reporter (MCF7-derived line), luminescence, 24 h; AID 624171, 2012; 410,000 compounds, 0.31% hits; note: potency is the fitted concentration of half-maximal effect; % of control where 0% means no effect; nearly all actives have a fitted effect of over 65% in size
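AREc32_Fluc, 1000 cells/well, OPTI-MEM + 5% FBS, o/n 37 deg C 5% CO2; 23 nL cpd by pin tool, 24 hr; Steady-Glo 30 min RT, luminescence.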
TGFb inhibitor – qHTS for Inhibitors of TGF-b; HepG2 CAGA-GFP TGF-b/SMAD3 reporter, GFP fluorescence, 18 h; TGF-beta stimulated, 500 pg/mL final; AID 588855, 2011; 410,000 compounds, 1.2% hits; Potency, µM (titrated, usually from 46.1 µM), for the others: at the top dose activity, negative = inhibition, hits mostly inhibitors; note: potency is the fitted concentration of half-maximal effect; % is set by controls: 0 for no effect and ±100 for the full control effect; nearly all actives have a fitted effect of over 65% in size
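Read-out: total well GFP (ex488/em500-530) summed from mean per-cell fluorescence. Cells: HEPG2 CAGA-GFP, 1% FBS DMEM, 18 h at 37 degrees C with 500 pg/mL final TGF-beta. Unstimulated wells served as the full-inhibition control; stimulated DMSO wells = 0%.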
HepG2 viability – qHTS for Inhibitors of TGF-b: Cytotox Counterscreen. HepG2 CAGA-GFP viability, ATP luminescence, 18 h. Potency, µM (doses to about 46.1 µM), without a hit: top-dose activity change, negative = cytotoxicity, hits mostly cytotoxic. 410,000 compounds, 0.76% hits. AID 588856, 2011; note: potency is the fitted concentration of half-maximal effect; some results filed as inactive show a strong effect at the top dose
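CellTiter-Glo luminescence gave cytotoxicity after 18 hours at 37 degrees C. The cells were HepG2 CAGA-GFP in 1% FBS DMEM, stimulated with 500 pg/mL TGF-beta after compound addition. %Activity was normalised to no-cell wells (complete cell-killing) and DMSO (no toxicity), and curves were fitted and classified.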
Mm-Cpn inhibitor – Inhibitors of TCP-1 ring complex (TRiC) of Methanococcus maripaludis (MmCpn): qHTS. Chaperonin Mm-Cpn (Methanococcus maripaludis). Potency, µM (doses to about 76.9 µM), inactives show at the highest dose activity, negative = inhibition, most hits filed as inhibitors. purified Mm-Cpn ATPase, ADP Transcreener TR-FRET. 330,000 compounds, 0.031% hits; note: potency is the fitted concentration of half-maximal effect; % is set by controls: 0 for no effect and ±100 for the full control effect; nearly all actives have a fitted effect of over 80% in size
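Purified archaeal Mm-CPN (25nM final) preincubated 10 min at 37degC with compound, then 10uM ATP for 30 min at 37degC; ADP measured by HTRF Transcreener TR-FRET; buffer 30 mM TRIS pH 7.4, 100mM KCl, 5mM MgCl2, 1mM DTT.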
* marks the source's active call; other numbers are inactive results; i = inactive; u = inconclusive; x = no result given; & = joins results of further samples; [ ] = remark or other dose. Unless noted, calls come from the whole dose curve; as a rule, active = well fitted curve in the direction sought with a large enough effect; inconclusive = small, poorly fitted or top-dose-only effect, or another doubt; inactive = no such curve, though single readings can be large; an effect the other way counts as inactive or inconclusive.

SMILES	Nrf2 block	Akt phos inh	A549 viability	Abeta yeast res	CCT chaperon mod	Nrf2 activator	TGFb inhibitor	HepG2 viability	Mm-Cpn inhibitor
NS(=O)(=O)c1ccc(CCNC(=S)NC(=O)c2ccccc2Br)cc1	-20.8%	i	-5.2%	7.5%	-1.9	-0.2%	-7.7%	-13.4%	-0.3%
COc1cc(C2Nc3ccccc3NC3=C2C(=O)CC(c2ccc(OC)c(OC)c2)C3)ccc1O (stereo not given)	6.0%	i	1.2%	-9.6%	2.0	0.4%	-3.1%	-2.9%	-1.4%
O=C(Cn1cnc(S(=O)(=O)N2CCCC2)c1)Nc1cccc(F)c1	1.4%&9.3%	i	-5.5%&-2.1%	12.6%&4.6%	0.1	-0.6%&-1.1%	2.1%&7.5%	4.4%&5.9%	0.2%
O=C(O)c1ccccc1NCc1cccnc1	u	i	7.4%	12.8%	-8.0	4.4%	17.5%	61.2%	x
COC(=O)C(CCCN1C(=O)c2ccccc2C1=O)(NC(C)=O)c1nnn(C)n1 (stereo not given)	5.1%	i	-2.4%	4.1%	1.2	0.0%	u	6.0%	1.7%
O=C(CCC(=O)c1ccc(F)cc1)Nc1cccc(C(F)(F)F)c1	0.6%	i	0.4%	24.0%	6.1	0.3%	6.2%	-4.7%	-1.5%
O=C(C1CCN(CC2CCCCC2)CC1)N1CCCC1	3.2%	i	4.1%	-10.2%	-0.6	-0.3%	0.3%	22.4%	-3.4%
Cc1cc(C)nc(NC(=O)C(C)N2C(=O)c3ccccc3C2=O)n1 (stereo not given)	15.0%	i	-6.7%	9.1%	-0.5	-0.6%	-6.1%	3.9%	1.8%
O=C(CN1C(=O)NC2(CCCC2)C1=O)NCCC1=CCCCC1	3.5%	i	3.0%	7.7%	0.1	0.3%	0.4%	-2.3%	0.6%
Cc1ccc(S(=O)(=O)NC(=O)C2(C)CCN2C(=O)C2CCCCC2)nc1 (stereo not given)	x	i	x	-6.4%	-0.6	0.7%	-5.8%	4.6%	x
Cc1ccn2cc(CNC(=O)c3cccc(C(F)(F)F)c3)nc2c1	0.3%	x	2.8%	-0.6%	x	4.5%	-7.8%	-4.4%	x
CC(O)CC(C)O (stereo not given)	21.1%	x	-8.2%	-22.2%	-2.8	0.0%	2.6%	-7.2%	-2.6%
O=C(/C=C/c1ccc(S(=O)(=O)N2CCOCC2)cc1)N(CCO)Cc1ccccc1	u	i	0.0%	1.6%	0.3	-0.2%	15.3%	4.9%	2.4%
Cc1ccccc1Nc1c([N+](=O)[O-])cncc1[N+](=O)[O-]	-12.0%	i	-2.5%	-21.4%	0.1	19.6%	u	-26.7%	2.2%
O=C(NC(=S)Nn1cnnc1)c1ccc(F)cc1Cl	-23.0%	i	-9.2%	-0.7%	-0.3	-0.1%	0.0%	-2.9%	-0.7%

The list goes on (three carried over from the part before).
SMILES	Nrf2 block	Akt phos inh	A549 viability	Abeta yeast res	CCT chaperon mod	Nrf2 activator	TGFb inhibitor	HepG2 viability	Mm-Cpn inhibitor
O=C(/C=C/c1ccc(S(=O)(=O)N2CCOCC2)cc1)N(CCO)Cc1ccccc1	u	i	0.0%	1.6%	0.3	-0.2%	15.3%	4.9%	2.4%
Cc1ccccc1Nc1c([N+](=O)[O-])cncc1[N+](=O)[O-]	-12.0%	i	-2.5%	-21.4%	0.1	19.6%	u	-26.7%	2.2%
O=C(NC(=S)Nn1cnnc1)c1ccc(F)cc1Cl	-23.0%	i	-9.2%	-0.7%	-0.3	-0.1%	0.0%	-2.9%	-0.7%
Cc1ccc(OC(=O)NC2CCS(=O)(=O)C2)cc1C (stereo not given)	1.5%	i	1.0%	9.8%	0.9	-0.1%	-8.0%	-0.6%	-0.9%
CC(C)Oc1cccc(C(=O)Nc2ccc(Br)cc2F)c1	u	i	-4.5%	u	-2.3	0.0%	9.5%	-1.0%	1.3%
Cc1nnc(SCC(=O)NCc2cccs2)[nH]c1=O	-11.7%	i	10.0%	4.7%	1.6	0.0%	1.2%	-4.4%	-2.8%
CCCCS(=O)(=O)Nc1ccc2c(c1)ncn2C1CCCCC1	-11.7%	i	-2.5%	8.8%	-0.5	-0.7%	-27.2%	3.6%	2.1%
Clc1ccc(C#Cc2cccnc2)cc1	u	i	4.7%	9.3%	-0.3	5.3%	-0.9%	-10.3%	-0.4%
O=c1cc(CN2CCN(c3ccccc3O)CC2)nc2sccn12	x	i	-3.1%	5.5%	-1.5	2.2%	4.6%	-1.4%	-1.0%
Cc1ccc(NC(=O)C2CCCN(S(=O)(=O)c3c(C)noc3C)C2)cc1 (stereo not given)	-7.5%&-28.7%	i	0.6%&1.3%	-1.9%&-9.0%	-5.9	-0.1%&-0.7%	-4.8%&-20.8%	-5.3%&-9.7%	1.3%
CCOC(=O)CN(c1ccccc1C)S(=O)(=O)c1ccc(Cl)cc1	4.6%	i	7.8%	-5.6%	-1.7	-0.2%	0.0%	-13.9%	-4.6%
Cc1ccc(S(=O)(=O)N/N=C/c2cc(Br)ccc2O)cc1	-24.1%	i	-10.2%	22.7%	0.3	0.4%	-24.0%	1.3%	-1.5%
Cc1c(C(=O)C(=O)NCCC2=CCCCC2)c2ccccc2n1C	-17.6%	i	5.2%	-1.5%	-0.5	2.3%	-12.4%	-2.7%	-0.2%
CCCCC1(CC(=O)OC)C(=O)N(c2ccccc2)N(c2ccccc2)C1=O	-10.8%	i	0.4%	-11.0%	0.6	0.4%	5.5%	-2.2%	0.3%
OC(CNCC(c1ccc(Cl)cc1Cl)c1c[nH]c2ccccc12)c1ccccc1 (stereo not given)	u	i	u	-11.7%	1.6	-2.6%	7.08µM*	-112.3%	2.3%
C=CCN1CCN(C(=O)c2c(-c3ccccc3)noc2C)CC1	-6.3%	i	-2.0%	-2.5%	-1.9	-0.4%	4.3%	11.2%	0.4%
Cn1ncc2c(NCc3ccc(Cl)cc3)ncnc21	x	x	-0.3%	20.9%	x	-0.5%	-16.1%	-7.5%	x
Cc1cccc(-n2ncc3c(N(CCO)CCO)ncnc32)c1	u	i	-6.1%	-6.8%	-1.2	3.3%	-4.1%	-10.1%	2.8%

Whole records as entered above:
Listed for Cc1nnc(SCC(=O)NCc2cccs2)[nH]c1=O : Nrf2 block = -11.7%; Akt phos inh = i; A549 viability = 10.0%; Abeta yeast res = 4.7%; CCT chaperon mod = 1.6; Nrf2 activator = 0.0%; TGFb inhibitor = 1.2%; HepG2 viability = -4.4%; Mm-Cpn inhibitor = -2.8%
Listed for O=c1cc(CN2CCN(c3ccccc3O)CC2)nc2sccn12 : Nrf2 block = x; Akt phos inh = i; A549 viability = -3.1%; Abeta yeast res = 5.5%; CCT chaperon mod = -1.5; Nrf2 activator = 2.2%; TGFb inhibitor = 4.6%; HepG2 viability = -1.4%; Mm-Cpn inhibitor = -1.0%

Next part.
SMILES	Nrf2 block	Akt phos inh	A549 viability	Abeta yeast res	CCT chaperon mod	Nrf2 activator	TGFb inhibitor	HepG2 viability	Mm-Cpn inhibitor
CC(C)c1cc(C(=O)Nc2cc(Cl)ccc2O)no1	u	i	-2.8%[1.84 µM]	-18.3%	-5.2	u	u	-33.9%	-2.3%
c1cncc(-c2nnc(-c3cccnc3)nn2)c1	3.0%	i	-4.8%	-88.5%[inhibitor]	-1.6	0.8%	u	-59.3%	-1.8%
Clc1cccc(CSc2nnc(-c3c[nH]c4ccccc34)o2)c1	u	i	11.0%	7.8%	0.9	3.7%	u	12.6µM*	2.4%
CC(C)C[C@H]1COc2cc(N(C)CCO)ccc2S(=O)(=O)N1	x	i	x	-9.1%	1.6	-1.3%	x	x	x
Cc1c(C(=O)Nc2cccc(C(F)(F)F)c2)oc2ccc(S(=O)(=O)N3CCOCC3)cc12	u	i	-27.6%	4.2%	-0.9	-0.5%	0.7%	-4.5%	-0.9%
O=S(=O)(Nc1ccc(Oc2ncccn2)c(Cl)c1)c1ccc(Cl)cc1	-23.5%	i	3.1%	3.3%	-14.8	4.8%	-4.0%	-3.8%	1.8%
CCCCn1ccnc1C	6.2%	i	1.2%	-4.8%	-0.8	-0.3%	-0.1%	-1.5%	1.8%
COc1cc(NS(=O)(=O)c2ccc3c(c2)CCN3S(C)(=O)=O)cc(OC)c1	x	x	-7.6%	-7.6%	x	5.2%	-38.3%	-3.4%	x
Cn1cccc1C(=O)NCC1COc2ccccc2O1 (stereo not given)	u	i	5.3%	11.2%	-0.7	0.1%	-2.2%	-0.4%	-0.2%
COc1ccc(CN2C(=O)c3oc4ccc(F)cc4c(=O)c3C2c2ccc(O)cc2)cc1 (stereo not given)	3.7%	x	-6.0%	19.0%	x	0.8%	-11.5%	-16.0%	x
Cc1ccc(NC(=O)CN2C(=O)NC(C)(c3ccc(Cl)cc3)C2=O)cc1S(=O)(=O)N1CCOCC1 (stereo not given)	-18.1%	i	-1.4%	-2.8%	-3.2	2.8%	u	-30.0%	2.0%

An unsorted share of the library. About 4.3% of those tested had a hit in this group.
